Assay outcomes deposited in PubChem by several laboratories.
hgDAF12 agonist = activates the H. glycines DAF-12 receptor ligand-binding domain. HEK293 GAL4-hgDAF12 UAS-luciferase reporter, agonist luminescence; normalized to butyrate control. 1.8% of 370,000 active. activation, % at 6.8 µM;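 active = activation above a cutoff set at the mean of all screened compounds plus 3 SD, cut at about 10% in these data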;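 also: 0% = DMSO wells and 100% = sodium butyrate wells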
NPR1 activator = GC-A (human) enzyme activation; HEK293 GC-A cells, cGMP TR-FRET, EC30 ANP; 0% at EC30 ANP, 100% saturating ANP; activation, % at 10 µM; 0.14% of 370,000 active; in the data active = activation above about 40%
sPLA2-III inh = Inhibits HGIII-sPLA2 liposome hydrolysis, primary screen; QFRET BODIPY PC-A2 liposome hydrolysis, fluorescence; 0.56% of 370,000 active; inhibition, % at 12.2 µM; Q9NZ20;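 active = inhibition above mean plus 3 SD of compounds lying within the high and low control bounds, cut at about 19% in these data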;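 also: 0% = median of test compound wells and 100% = no enzyme DMSO wells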
GC-B act = GC-B (human) receptor activation; HEK293-GC-B cells, CNP EC30, cGMP TR-FRET; 0% at EC30 CNP, 100% saturating CNP; P20594; AID 1920062; activation, % at 10 µM; 0.11% of 370,000 active;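 active = activation at 10 µM reaching about 35% in either raw or pattern-adjusted values, limit read from the data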
Target sequence (P20594 whole entry, looked up): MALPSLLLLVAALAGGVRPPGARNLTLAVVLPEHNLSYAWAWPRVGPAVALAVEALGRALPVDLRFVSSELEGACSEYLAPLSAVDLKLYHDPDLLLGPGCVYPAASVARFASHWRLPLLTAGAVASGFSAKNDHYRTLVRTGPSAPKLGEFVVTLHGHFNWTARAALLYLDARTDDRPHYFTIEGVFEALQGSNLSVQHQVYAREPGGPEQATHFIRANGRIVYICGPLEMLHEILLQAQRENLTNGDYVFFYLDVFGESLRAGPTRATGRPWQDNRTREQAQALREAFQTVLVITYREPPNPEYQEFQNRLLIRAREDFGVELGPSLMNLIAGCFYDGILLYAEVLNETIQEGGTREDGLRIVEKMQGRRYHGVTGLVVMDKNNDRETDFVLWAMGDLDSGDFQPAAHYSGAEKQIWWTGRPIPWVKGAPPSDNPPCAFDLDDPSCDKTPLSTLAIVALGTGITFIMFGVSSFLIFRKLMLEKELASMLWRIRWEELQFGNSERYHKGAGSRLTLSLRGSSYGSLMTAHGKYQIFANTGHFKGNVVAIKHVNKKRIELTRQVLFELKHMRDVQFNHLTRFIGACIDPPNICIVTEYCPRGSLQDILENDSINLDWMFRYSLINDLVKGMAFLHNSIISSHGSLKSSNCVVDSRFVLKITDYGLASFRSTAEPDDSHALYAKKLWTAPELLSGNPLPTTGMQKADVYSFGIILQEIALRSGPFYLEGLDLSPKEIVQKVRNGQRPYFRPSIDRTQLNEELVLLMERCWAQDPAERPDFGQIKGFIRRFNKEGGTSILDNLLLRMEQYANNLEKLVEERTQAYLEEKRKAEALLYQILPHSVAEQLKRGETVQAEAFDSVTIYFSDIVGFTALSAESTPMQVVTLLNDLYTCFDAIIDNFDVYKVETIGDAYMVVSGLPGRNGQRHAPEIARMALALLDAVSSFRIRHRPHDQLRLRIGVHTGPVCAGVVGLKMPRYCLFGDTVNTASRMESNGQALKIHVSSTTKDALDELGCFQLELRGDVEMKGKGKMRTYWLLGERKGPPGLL
GAA850 FXN act = frataxin GAA850 promoter activation; AID 540364; 0.56% of 360,000 active; HEK293 lucGAA850 FXN promoter luciferase reporter, 24 h; percent of 10 µM SAHA response; activation, % at 6 µM;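 active = activation above the average of all compounds screened plus 3 SD, cutoff fixed separately per campaign, cut at about 7.5% in these data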;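 also: 0% = DMSO wells and 100% = 10 µM SAHA wells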
hcDAF12 agonist = activates DAF-12 receptor from parasite H. contortus; 1.4% of 370,000 active; activation, % at 6.8 µM; HEK293 hcDAF-12 lit1-tk-luc reporter, luminescence; 0% DMSO, 100% Δ7-dafachronic acid;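 active = activation above the mean of all tested compounds plus 3 SD, cut at about 5.5% in these data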;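 also: 100% = response to 3 µM Δ7-dafachronic acid high control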
SMARCA2 act = increases SMARCA2 function in MMTV reporter cells; MG213 cells, MMTV-luciferase reporter, dexamethasone, overnight; activation, % at 9.1 µM; 1% of 370,000 active; in the data active = activation above about 7.8%;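 also: 0% = vehicle wells and 100% = reference activator wells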
DAX1 inh-1 = inhibits human nuclear receptor DAX1; 0.99% of 340,000 active; HEK293 Gal4-DAX1 luciferase reporter, luminescence; AID 504766; inhibition, % at 6.75 µM;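 active = inhibition above the mean over all tested compounds plus 3 SD, cut at about 4.2% in these data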;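 also: 0% = DAX1-transfected cells with DMSO and 100% = empty-vector control cells with DMSO; inhibition shows as a rise in luminescence from relieved DAX1 repression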
DAX1 inh-2 = DAX1 (NR0B1) inhibition, primary screen; HEK293T StAR-luciferase reporter, SF-1/DAX-1 repression relief; inhibition, % at 6.8 µM; 1.1% of 370,000 active; AID 652010;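 active = inhibition above the mean over all tested compounds plus 3 SD, cut at about 3.6% in these data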;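 also: 0% = DAX-1 cells with DMSO and 100% = cells lacking DAX-1 with DMSO; higher inhibition means more luminescence from relief of DAX-1 repression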
ssDAF-12 act = activates DAF-12 receptor from parasite S. stercoralis. HEK293 ssDAF-12/GRIP1 lit1-tk-luc reporter, luminescence; % of 3 µM dafachronic acid response. activation, % at 6.8 µM. 1% of 370,000 active;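 active = activation above the mean over all tested compounds plus 3 SD, cut at about 0.9% in these data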;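 also: 0% = DMSO-only wells and 100% = 3 µM delta7-dafachronic acid wells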
ADAM10 inh = ADAM10 inhibition, QFRET primary screen; O14672; recombinant ADAM10, EDANS/DABCYL FRET peptide cleavage, 3 h; inhibition, % at 7 µM; 0.62% of 370,000 active;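 active = inhibition above a per-campaign cutoff equal to the mean of compounds falling between control-based bounds plus 3 SD, cut at about 20% in these data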;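 also: 0% = DMSO wells while the 100% control is not disclosed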
The depositor's hits bear a star; i = inactive; . = no result given.

Compound,hgDAF12 agonist,NPR1 activator,sPLA2-III inh,GC-B act,GAA850 FXN act,hcDAF12 agonist,SMARCA2 act,DAX1 inh-1,DAX1 inh-2,ssDAF-12 act,ADAM10 inh
O=C(NCCN1CCOCC1)c1ccc(Cl)c(S(=O)(=O)N2CCOCC2)c1,-3.4,1,5,1,0.8,0.0,-2,0.9,-0.8,-0.8,-4
CC1(C(=O)NCc2cccc3ccccc23)CCN1C(=O)Cc1ccc(-c2ccccc2)cc1 (stereo unspecified),1.1,-4,-17,-2,-2.8,-2.8,-6,.,-2.8,-1.7,11
CCc1ccccc1NCC(=O)Nc1ccc(Cl)c(C(F)(F)F)c1,-3.0,3,12,1,-0.6,-0.8,-2,1.3,-0.4,-1.3,35*
CC(C)c1ccc(/C=C2\Oc3c(ccc(O)c3CN3CCN(C)CC3)C2=O)cc1,-2.4,5,-38,2,1.3,0.6,1,1.4,-0.3,-1.2,-142
O=C(NNC(=O)c1ccccc1-n1cccc1)c1ccc(Cl)cc1Cl,-2.7,1,-5,-8,2.1,-1.4,0,-0.8,-0.4,-0.9,9
CNC(=O)CN(c1ccc(OC)cc1)S(=O)(=O)c1ccc(F)cc1,2.2,1,7,5,-1.0,-0.3,4,0.2,1.1,-0.1,7
COc1ccc(NC(=O)C2CCCN(CCCc3ccccc3)C2)cc1OCC(C)C (stereo unspecified),-1.2,-11,-21,-1,-2.4,-2.9,-3,-1.1,-0.4,-1.5,6
C[C@@H]1[C@H](O)C[C@@]23COC(=O)C2=CCCC3[C@@]1(C)CCC1COC(=O)C1 (stereo partly specified),0.1,-2,9,-8,-1.5,-1.9,-2,1.0,-0.9,-0.6,-19
C=CCn1c(C)cc(C(=O)CSc2nc3ccccc3o2)c1C,8.0,-2,-13,-2,2.3,2.8,-1,1.1,0.5,-0.3,1
Cc1ccccc1CSCC1Nc2ccc(C(=O)NCCc3ccccc3)cc2NC1=O (stereo unspecified),0.4,3,-3,1,0.1,1.2,5,2.8,0.8,-0.6,-96
C/C(=N/Nc1ccnc2cc(Cl)ccc12)c1ccc(O)cc1,-1.3,-6,-11,-11,-1.0,1.8,1,-0.4,-0.4,-1.3,3
CCOc1ccc2ccccc2c1CNc1nnnn1CC,1.5,0,3,-5,0.7,0.0,2,4.9*,-0.2,-0.6,-1
Cc1onc(-c2ccccc2)c1C(=O)OCC(=O)c1ccc[nH]1,-1.7,0,1,0,-0.9,-0.8,-3,-1.0,-1.2,-1.0,-11
C=CCOn1c(=O)c(-c2ccc(OC)c(OC)c2)[n+]([O-])c2ccccc21,0.5,3,2,-7,0.7,0.6,-4,-0.1,-1.1,-1.5,-8
CC(=O)CSc1ncnc2sc3c(c12)CCCC3,2.0,-2,-25,1,4.5,-1.1,3,1.3,-0.5,-1.4,8

Among those listed so far, three have an aryl methoxy group.
Compound,hgDAF12 agonist,NPR1 activator,sPLA2-III inh,GC-B act,GAA850 FXN act,hcDAF12 agonist,SMARCA2 act,DAX1 inh-1,DAX1 inh-2,ssDAF-12 act,ADAM10 inh
CNC(=O)CN(c1ccc(OC)cc1)S(=O)(=O)c1ccc(F)cc1,2.2,1,7,5,-1.0,-0.3,4,0.2,1.1,-0.1,7
COc1ccc(NC(=O)C2CCCN(CCCc3ccccc3)C2)cc1OCC(C)C (stereo unspecified),-1.2,-11,-21,-1,-2.4,-2.9,-3,-1.1,-0.4,-1.5,6
C=CCOn1c(=O)c(-c2ccc(OC)c(OC)c2)[n+]([O-])c2ccccc21,0.5,3,2,-7,0.7,0.6,-4,-0.1,-1.1,-1.5,-8

Other results follow.
Compound,hgDAF12 agonist,NPR1 activator,sPLA2-III inh,GC-B act,GAA850 FXN act,hcDAF12 agonist,SMARCA2 act,DAX1 inh-1,DAX1 inh-2,ssDAF-12 act,ADAM10 inh
Cc1cccc(NC(=O)C2CCN(S(=O)(=O)c3c(C)noc3/C=C/c3ccco3)CC2)n1,-7.1,-2,-15,-2,-0.5,-2.7,-7,-2.8,-1.5,-2.4,7
Nc1nc(SCC(=O)Nc2cc(-c3ccccc3)nn2-c2ccccc2)n[nH]1,5.3,-1,-10,-10,0.5,-2.0,1,1.1,0.5,-1.6,4
COc1ccc(OCC(=O)N(Cc2ccc(C)o2)C2CCS(=O)(=O)C2)cc1 (stereo unspecified),3.2,1,-1,-3,1.2,-0.7,-2,0.7,-0.1,-1.6,-7
O=c1cc(N2CCOCC2)c2ccccc2o1,2.6,-4,-2,-5,2.2,2.2,-1,1.4,0.3,0.1,-1
CC1CCCCC1NC(=S)Nc1ccc(Cl)cc1Cl (stereo unspecified),9.7,1,3,-1,0.3,-0.6,-3,-0.5,1.2,-1.6,14
Cc1[nH]c2ccccc2c1C(c1ccncc1)N1CCC(C)CC1 (stereo unspecified),0.1,-17,1,-3,2.7,-0.4,1,-0.2,1.0,-1.0,-1
COC(=O)C1=NN(c2cccc3ccccc23)C2C(=O)N(c3ccccc3OC)C(=O)C12 (stereo unspecified),1.4,-5,0,-2,0.1,2.3,0,.,0.0,-0.5,3
CC(=O)c1ccc(NC(=O)CC2Nc3cccc4cccc(c34)NC2=O)cc1 (stereo unspecified),-2.3,0,-9,0,0.1,-1.0,0,-2.0,-0.2,-1.6,-31
Cc1ccc(C(=O)NC(=O)OCCn2c(C)cnc2[N+](=O)[O-])cc1,1.6,-5,1,6,-1.9,0.9,0,-0.7,-0.5,-2.0,8
CN1CCN(S(=O)(=O)c2cc(C(F)(F)F)ccc2Cl)CC1,-0.9,2,0,3,1.5,-0.6,-2,3.4,-0.1,-0.8,-25
O=[N+]([O-])c1ccc(CNc2cccc(F)c2)s1,-1.5,0,15,1,1.3,-0.8,-2,0.5,-1.0,-1.0,-4
Cc1ccc(NC(=O)Cn2c(=O)n(Cc3ccco3)c(=N)c3c4c(sc32)COC(C)(C)C4)cc1,-1.2,4,-4,8,3.5,-2.0,4,0.5,-0.3,-1.6,4
COC(=O)[C@@]12CCCCN1[C@H](c1ccc(SC3CCCCC3)cc1)[C@H]1C(=O)N(C)C(=O)[C@H]12,-0.3,0,7,-5,1.7,-1.9,-2,-0.2,0.4,-1.0,-7
Cc1c(NC(=O)Nc2ccc([N+](=O)[O-])cc2)c(=O)n(-c2ccccc2)n1C,-3.4,-3,6,5,0.0,1.6,-3,1.0,-0.2,-1.4,-7
O=C(CN1C(=O)S/C(=C/c2cccs2)C1=O)N1CCCC1,1.1,-1,13,0,1.8,0.2,-2,1.6,-0.2,-1.3,-8
O=C(NCc1ccco1)c1nc2nc(-c3cccs3)cc(C(F)(F)F)n2n1,1.2,-3,3,-2,4.8,-0.5,-1,-0.4,0.0,-0.7,i
Cc1ccc(S(=O)(=O)NC2CCCCC2)cc1,5.1,-2,-4,-9,0.1,-2.6,-1,0.2,1.0,-0.7,-7
COc1ccc(Cn2c(=O)oc3ccc(C)cc32)cc1OC,-6.6,2,5,1,-0.8,-2.8,-1,-1.9,-2.7,-2.1,3
Cc1ccc(C)c(NC2=CC(=O)CC(C)(C)C2)c1C#N,0.8,4,-1,-1,-1.9,-0.1,0,0.0,-0.2,-0.3,4
CCOC(=O)CN1C(=O)C(Sc2n[nH]c(-c3ccccc3)n2)CCc2ccccc21 (stereo unspecified),-2.4,-3,-11,-1,-1.6,-2.6,-4,-0.9,-0.9,-1.8,4
O=C(Nc1cccc(Cl)c1)Nc1nc(-c2ccc(Cl)cc2)cs1,1.0,1,-9,-5,0.2,-1.8,-1,-0.9,-0.6,-1.8,10
COC(=O)Cn1c(=O)c2c(n(Cc3ccccc3)c1=O)N/C(=C/c1ccc(Br)cc1)C2=O,-0.3,5,-7,1,2.0,2.8,-2,2.9,0.1,-0.7,-11
COc1cccc(Oc2nc(N)ncc2[N+](=O)[O-])c1,-1.3,1,-2,-4,0.0,0.6,0,-0.8,0.0,-1.1,-3
Cc1ccc(N=C2NC(=O)/C(=C/c3cccn3C)S2)cc1,6.0,-9,-9,1,-0.5,3.2,0,1.2,-1.0,0.2,-1
CCCN(CC(=O)Nc1ccc(OC)c(OC)c1)CC(=O)Nc1ccc(F)c(F)c1F,0.6,5,-14,4,0.3,-2.4,4,-0.9,-0.6,-1.5,1
Cc1ccc(C)c(S(=O)(=O)N2CCCC2CNC(=O)C(=O)NCc2ccccn2)c1 (stereo unspecified),-1.3,2,4,4,0.8,-0.9,-3,-0.4,-1.6,-0.9,-2
Cc1cc(NC(=O)CS(=O)(=O)c2cn(Cc3cccc(C(F)(F)F)c3)c3ccccc23)no1,-3.0,-1,-31,-2,3.6,-1.1,-3,.,-0.6,-1.1,3
Nc1c(Cl)cc(NC(=O)c2ccccc2C(=O)O)cc1Br,4.5,1,5,-1,5.0,1.4,-2,-2.0,0.4,0.1,12
CN1C(=O)CC(N2CCN(c3ccc(Cl)c(Cl)c3)CC2)C1=O (stereo unspecified),-0.1,6,4,8,-0.7,-1.5,-1,-1.1,-0.7,-1.0,0
COc1ccc(NC(=O)Nc2ccc(Cc3ccncc3)cc2)cc1OC,-4.7,0,-6,-3,-0.9,-3.1,-4,-0.9,-2.4,-1.5,-3
Cc1nccn1-c1ccc(NC(=O)[C@@H](Cc2ccccc2)NC(=O)[C@H]2O[C@@H](n3ccc(=O)[nH]c3=O)[C@H](O)[C@@H]2O)cc1,5.7,-2,0,7,.,-1.7,-3,.,0.3,-0.8,-8
